Ecoli viability = E. coli V3065 growth inhibition, primary screen, counter-screen for AddAB inhibitor project, absorbance, OD600; 18 h; inhibition, % at 11.9 µM; hit rate 0.27% among 330,000;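 active = inhibition above the campaign's mean inhibition across all tested compounds plus 3 SD, cut at about 9.9% in these data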;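 also: uninfected addAB+ strain grown without phage in ampicillin broth; 0% = DMSO wells and 100% = ciprofloxacin 0.95 µg/ml wells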
OPRM1-OPRD1 inv = inverse agonists of MOR-DOR heterodimerization, primary screen, cell-based, luminescence. Mu-type opioid receptor (Homo sapiens) + Delta-type opioid receptor (Homo sapiens), …. cell-based MOR-DOR heterodimer luminescence, inverse agonism. inhibition, % at 9.3 µM. hit rate 0.21% among 340,000. AID 504357, 2011; in the data active = inhibition above about 22%, passing the limit was not always enough;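 also: 0% = cells with DMSO and 100% = wells without cells with DMSO; values of inactives mirror those of a sister screen read the other way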
HTR5A ag ctr = HTR5A agonists in luminescence cell assay, primary screen, counter-screen for OPRM1-OPRD1 heterodimer agonist project, full-deck HTS | 5-hydroxytryptamine receptor 5A (Homo sapiens), P47898 | cell-based | activation, % at 9.3 µM | hit rate 0.61% among 340,000; in the data active = activation mostly above about 9.5%, no sharp cut-off; inactive = mostly below about 7.6%;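 also: 0% = cells with vehicle only and 100% = reference agonist; strong numbers were not always called active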
Target sequence (P47898 whole entry, looked up): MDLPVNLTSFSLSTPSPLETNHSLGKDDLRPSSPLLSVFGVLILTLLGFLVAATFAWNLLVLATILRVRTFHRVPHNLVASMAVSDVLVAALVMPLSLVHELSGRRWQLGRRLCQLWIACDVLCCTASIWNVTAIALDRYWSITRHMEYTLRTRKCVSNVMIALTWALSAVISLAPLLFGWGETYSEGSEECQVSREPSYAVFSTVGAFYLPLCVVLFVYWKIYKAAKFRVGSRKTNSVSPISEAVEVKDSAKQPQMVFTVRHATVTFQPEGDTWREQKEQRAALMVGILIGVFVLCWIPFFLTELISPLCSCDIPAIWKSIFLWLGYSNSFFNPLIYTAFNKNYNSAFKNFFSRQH
Pemphigus Ab inh = inhibitors of pemphigus antibody binding to DSG3, primary screen, biochemical, bead-based, flow cytometry, scFv-GFP. DSG3-coupled beads, scFv-anti-DSG3-GFP binding; hits give low values. binding (percent of control), % at 10 µM. hit rate 0.48% among 310,000. AID 588358, 2011;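 active = binding more than 3 SD below its plate's average and above zero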;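 also: hits lower antibody fragment binding to DSG3; some compounds called inactive have numbers as strong as hits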
PfHsp90 yeast 2 = growth inhibition of PfHsp90-expressing yeast, primary screen, antimalarial PfHsp90 inhibitor project, S. cerevisiae, BacTiter-Glo luminescence, single point, set 2. BacTiter-Glo ATP, 48 h; yeast lacking PDR1 and PDR3 efflux regulators. inhibition, % at 9.4 µM. hit rate 0.32% among 310,000;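 active = every replicate shows inhibition above about 80%, whatever the replicate mean, limit read from the data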;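 also: 0% = DMSO neutral controls and 100% = 20 µM radicicol positive controls; yeast relying on Plasmodium falciparum Hsp90 in place of its own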
HTR5A inv ag = HTR5A inverse agonists in luminescence cell assay, primary screen, counter-screen for OPRM1-OPRD1 heterodimer inverse agonist project, full-deck HTS | 5-hydroxytryptamine receptor 5A (Homo sapiens), P47898 | HTR5A cell line, inverse agonism | hit rate 0.083% among 340,000 | inhibition, % at 9.3 µM; in the data active = inhibition mostly above about 23%, no sharp cut-off; inactive = mostly below about 18%;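 also: 0% = cells with DMSO and 100% = no-cell wells with DMSO; some compounds called inactive have numbers as strong as hits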
Mot1-301 SUMO = yeast Mot1-301 growth rescue at high temperature, primary screen, SUMOylation pathway inhibitor project, S. cerevisiae, ATP luminescence, 38.5C; S. cerevisiae Mot1-301 growth rescue; percent above DMSO median, 100 means doubled; growth rescue, % at 18.8 µM; hit rate 1% among 320,000; AID 2716, 2010;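 active = every valid replicate shows activation above 250% relative to neutral control wells; inactive = the rest, any valid replicate at or below 250%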;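 also: OY570 slx delta 5 strain wells were the positive control but not used for scaling; some compounds called inactive have numbers as strong as hits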
MOR-DOR ag = agonists of OPRM1-OPRD1 heterodimerization, primary screen, cell-based, luminescence; hit rate 0.3% among 340,000; Mu-type opioid receptor (Homo sapiens) + Delta-type opioid receptor (Homo sapiens), …; cells; activation, % at 9.3 µM; in the data active = activation above about 18%;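 also: 0% = vehicle-treated cells and 100% = reference agonist; values of inactives mirror those of a sister screen read the other way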
phage Ecoli inh = growth loss of phage-infected E. coli, primary screen, RecBCD inhibitor project, absorbance, with phage, HTS | hit rate 0.26% among 360,000 | inhibition, % at 11.9 µM | AID 651602, 2012; in the data active = inhibition above about 11%
AddAB inh = growth inhibition of E. coli expressing H. pylori AddAB, primary screen, AddAB inhibitor project, absorbance; inhibition, % at 11.9 µM; hit rate 0.29% among 330,000; AID 435030, 2010; in the data active = inhibition above about 12%;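 also: 0% = vehicle wells of infected cells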
PKA-R1A act = activators of PKA-R1A holoenzyme, primary screen, biochemical, fluorescence polarization, Cy5-IP20, bovine R1A, mouse PKAc. cAMP-dependent protein kinase type I-alpha regulatory subunit (Bos taurus) + …. PKA-R1A dissociation; scaled: DMSO 0%, 113 µM cGMP 100%. activation, % at 11.4 µM. hit rate 0.083% among 340,000;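 active = percent activation above the mean of all tested compounds plus 3 SD, cut at about 19% in these data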;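 also: higher means more PKAc released from R1A so a rise in polarization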
An asterisk follows results filed as active; nt = no result given.

SMILES	Ecoli viability	OPRM1-OPRD1 inv	HTR5A ag ctr	Pemphigus Ab inh	PfHsp90 yeast 2	HTR5A inv ag	Mot1-301 SUMO	MOR-DOR ag	phage Ecoli inh	AddAB inh	PKA-R1A act
COc1cccc(CN(C)C(=O)c2ccc(OCC(=O)N3CCOCC3)c(OC)c2)c1	0.2	3	0	nt	-10	1	1	-0.6	5.5	1.8	-9
COc1ccccc1-c1cc(C(F)(F)F)c(C#N)c(=O)[nH]1	-0.3	8	4	102	0	-11	-3	-1.4	4.4	-0.7	5
Cc1cc(C(=O)NCCc2ccc(Cl)cc2)c(C)o1	1.4	18	2	nt	-14	11	3	-3.3	0.8	0.4	0
COc1ccc(CCN(C)c2ncnc3sccc23)cc1OC	0.8	-5	-2	98	-86	6	-6	1.2	4.0	0.2	3
O=C(CCN1CCCC1)Nc1ccc(Br)cc1	-1.3	14	1	102	26	6	-6	-2.5	4.0	2.6	15
CCN(CC(=O)Nc1ccccc1C(F)(F)F)C(=O)COc1cccc2c1OC(C)(C)C2	0.1	19	0	100	nt	-1	9	-3.7	1.3	0.2	2
COc1ccc(CCN2C(=O)C=CC2=O)cc1OC	nt	12	2	90	104*	-8	nt	-2.7	-0.5	nt	1
CCc1ccccc1N(CC(=O)N1CCCC1)S(C)(=O)=O	-0.9	13	1	126	10	-6	-7	-2.6	1.7	1.5	1
COc1ccc(C2C(C(=O)NCc3cccnc3)c3cc(OC)c(OC)cc3C(=O)N2C)cc1 (stereo not given)	-0.7	-17	6	115	22	0	6	3.1	2.2	1.2	-11
CC1CN(CCCOc2ccccc2[N+](=O)[O-])CC(C)O1 (stereo not given)	3.5	11	-1	99	13	1	61	-2.1	1.4	1.9	1
COc1cccc(OC)c1C(=O)OCCCOC(=O)c1c(OC)cccc1OC	-3.0	14	-2	107	6	-32	-25	-2.5	1.5	1.3	-7
Clc1cccc(-c2nc(NCc3cccnc3)c3ccccc3n2)c1	1.3	-4	0	104	-11	-1	41	0.7	3.2	1.9	-3
Cc1ccc(NC(=O)CN(C)C(=O)c2cc(S(=O)(=O)N(C)C)ccc2N2CCCC2)cc1	-1.0	5	-2	96	nt	6	15	-0.7	2.5	-2.5	-7
CC(=O)Nc1ccc(S(=O)(=O)NC2(C(F)(F)F)C(=O)Nc3c2c(=O)[nH]c(=O)n3Cc2ccccc2)cc1 (stereo not given)	1.8	11	-2	100	12	9	-17	-2.1	4.1	3.3	-2
CC(NS(=O)(=O)c1ccccc1)C(=O)Nc1ccc2c(c1)OCCO2 (stereo not given)	1.8	8	-1	104	8	1	5	-1.5	1.2	1.5	11
C[C@]12c3[nH]c4ccccc4c3CCN1C(=O)C(CC(=O)NCC13CC4CC(CC(C4)C1)C3)C[C@@H]2C(=O)N1CCCCC1 (stereo not given in full)	-1.8	0	1	101	1	-3	20	0.0	0.8	0.7	1
O=C(NN=C(Cc1ccccc1)Cc1ccccc1)c1ccc(F)cc1	0.0	12	3	90	-2	13	212	-2.3	1.5	-1.7	3
C=CCOc1c(CNc2ccc(C(=O)O)cc2)cccc1OCC	-0.4	11	-4	94	14	-20	0	-2.1	3.1	0.9	-5
CCOC(=O)N1CCN(C(=O)COc2ccc(S(=O)(=O)NC3CCCCC3)cc2C)CC1	-1.4	9	3	nt	-4	6	97	-2.2	0.6	5.5	-12
O=C(CCNS(=O)(=O)c1ccccc1F)N1CCN(C/C=C/c2ccccc2)CC1	0.1	5	11	93	0	5	-5	-0.8	5.4	1.6	-2

Only MOR-DOR ag, AddAB inh and PKA-R1A act, for 2 of the compounds above:
| SMILES | MOR-DOR ag | AddAB inh | PKA-R1A act |
| --- | --- | --- | --- |
| COc1ccc(CCN2C(=O)C=CC2=O)cc1OC | -2.7 | nt | 1 |
| O=C(CCNS(=O)(=O)c1ccccc1F)N1CCN(C/C=C/c2ccccc2)CC1 | -0.8 | 1.6 | -2 |

Next compounds:
SMILES	Ecoli viability	OPRM1-OPRD1 inv	HTR5A ag ctr	Pemphigus Ab inh	PfHsp90 yeast 2	HTR5A inv ag	Mot1-301 SUMO	MOR-DOR ag	phage Ecoli inh	AddAB inh	PKA-R1A act
C[C@H](NC(=O)c1nc[nH]c1C(=O)N(C)Cc1ccccc1)c1ccccc1	-0.7	3	0	104	17	10	4	-0.5	-0.7	-2.0	2
CCc1ccc(OC(=O)Nc2ccccc2)cc1	nt	1	4	108	-27	-43	24	-0.1	2.8	nt	10
CCN(Cc1ccccc1)S(=O)(=O)c1ccc2c(c1)NC(=O)CC(=O)N2	4.8	14	6	102	19	-15	11	-3.1	2.0	3.9	7
CCN1C(=O)[C@@H]2[C@@H](c3ccc(-c4ccc(Cl)c(Cl)c4)cc3)N3CCCC[C@@]3(C(=O)OC)[C@@H]2C1=O	-2.7	3	-2	91	7	-16	-22	-0.7	0.0	2.3	1
CC12CCC3C(CCC4CC(O)CCC43C)C1CC(O)C2 (stereo not given)	nt	6	6	95	-24	-26	nt	-1.1	3.0	nt	8
CCC1CCC2(CC1)NNC(=S)NN2	1.4	3	-5	127	21	9	-4	-0.6	0.3	2.4	-5
COc1ccc(-n2c(C)c(C)c3c(NCCN(C)C)ncnc32)cc1	-3.0	1	0	107	6	-1	4	-0.2	1.8	-1.2	2
CCN1C(=O)c2ccccc2Sc2ccc(C(=O)NCCCN3CCOCC3)cc21	0.2	1	1	100	-26	-3	1	-0.1	0.6	2.0	-15
COc1ccccc1NC1SC(=O)N(c2ccccc2)C1=O (stereo not given)	-1.6	1	4	102	-76	8	-1	-0.1	0.8	2.5	3
COc1ccc(NC(=O)Nc2cccc(F)c2)c(OC)c1	-0.7	-9	-3	93	-6	9	4	1.3	5.6	3.5	-6
COc1cccc(-n2cnnc2SCC(=O)NC2CC2)c1	0.9	2	2	107	8	-5	17	-0.6	1.6	0.3	-1
Cc1ccccc1CCN1CCCC(CN(C)C(=O)c2ccc3ncccc3c2)C1 (stereo not given)	-1.1	9	-1	116	5	3	-6	-1.8	-0.2	-2.5	3
O=C(CSc1nc2ncccc2[nH]1)Nc1ccccc1-c1ccccc1	-1.4	-4	-1	nt	10	2	105	0.8	2.2	-0.3	-3
COc1ccc(N(CC(=O)NCc2cccs2)S(=O)(=O)c2c(C)n[nH]c2C)cc1	0.0	7	1	97	nt	-3	2	-1.4	1.2	0.9	-3
CC(=O)N1CCN=C1SCc1ccc(F)cc1	-0.8	8	1	nt	3	-3	14	-1.5	2.4	2.6	-6
CCCCNc1c(-c2ccc(OC)c(Sc3ccc(OC)cc3)c2)nc2ccccn12	1.1	-64	11*	nt	5	-28	-19	11	nt	0.3	-14
C=C(C)CSc1nc2ccccc2[nH]1	2.0	4	-4	100	3	1	6	-0.9	4.9	6.7	-6
COc1ccccc1OCCNC(=O)C1CC(=O)N(Cc2ccccc2)C1 (stereo not given)	-3.0	3	-2	nt	-2	4	9	-0.6	2.8	-0.3	1
COc1ccc(NC(=O)c2cn(-c3ccccc3)nc2-c2cc3ccccc3o2)cc1	4.9	-2	0	107	-1	3	-15	0.3	1.6	-0.2	-11
c1ccc(/N=C2\N=C(Nc3ccccn3)c3ccccc32)nc1	3.3	8	1	101	-2	1	-11	-1.5	-0.5	2.1	-10
COc1ccc(CCNC(=O)CCC(=O)N2CC(C)Oc3ccc(Cl)cc32)cc1OC (stereo not given)	0.5	0	4	102	5	-11	-12	-0.1	1.4	-3.7	-3
COc1cc(S(=O)(=O)NCc2ccncc2)ccc1Br	1.4	7	1	103	4	0	-8	-1.4	1.9	3.5	2
COc1ccc(CCNC(=O)CN(C)S(=O)(=O)c2ccc3nc(C)sc3c2)cc1OC	1.1	12	0	106	9	-47	-10	-2.2	1.4	3.1	-5
O=C(O)c1cccc(CSc2nnc(Cc3ccccc3)o2)c1	0.2	0	7	110	nt	-18	-14	0.1	1.2	-0.1	3
O=C(N/N=C/c1ccccc1)c1[nH]c2ccc(Br)cc2c1-c1ccccc1	0.2	9	9	88	-12	8	491*	-1.8	2.3	0.1	-2
CC(CN1CCCC(C(N)=O)C1)c1ccccc1 (stereo not given)	-0.7	-13	0	96	-3	20	113	2.4	5.5	4.0	-3
CCOc1ccc(CCNC(=O)C2(c3ccccc3)CC2)cc1OCC	-1.3	10	0	108	10	-1	-6	-1.7	0.7	-1.6	2
COc1ccc(CN2CCN(C(=O)c3cccs3)CC2)cc1Br	-1.4	0	-2	nt	9	4	4	-0.1	1.7	3.2	0
COc1ccccc1NS(=O)(=O)c1cc(NC(=O)c2sccc2C)ccc1N1CCCC1	-2.2	-23	-1	109	20	4	1	3.2	3.2	-2.1	-10
O=C(CCN1C(=O)C2CC=CCC2C1=O)NC1CCCCC1 (stereo not given)	0.9	12	3	106	-1	1	5	-1.8	1.7	0.9	-1
COc1cc(NC(=O)CN2C(=O)NC(C)(c3ccccc3)C2=O)c(C)cc1[N+](=O)[O-] (stereo not given)	-2.5	-13	-2	86	-7	-3	1	1.9	nt	1.2	7
CNC(=S)Nc1cc(S(=O)(=O)Nc2cc(Cl)ccc2Cl)ccc1N1CCCC1	2.5	20	-1	104	0	5	-1	-4.5	2.3	0.9	2
CCOC(=O)COc1nc2ccc(Br)cc2c(-c2ccccc2)c1C(C)=O	0.6	3	2	108	2	-6	16	-0.6	-1.8	-1.3	0
Cc1ccnc(SCCn2c(N3CCC(C)CC3)nc3c2c(=O)[nH]c(=O)n3C)n1	nt	12	0	101	14	-8	nt	-2.2	1.1	nt	-14
Cc1ccccc1[C@@H](NC(=O)OC(C)(C)C)C(=O)OC(C)(C)C	1.8	-16	1	96	4	-16	5	3.5	2.7	2.2	-8
CC1C/C(=C/c2ccncc2)C(=O)/C(=C/c2ccncc2)C1 (stereo not given)	-0.1	20	-3	107	98*	-10	8	-4.0	1.4	2.9	10
CCSc1nnc(NC(=O)NC(C)(C(F)(F)F)C(F)(F)F)s1	0.3	-35	1	107	-23	8	1	6.8	2.7	1.8	17
CSc1cccc(NC(=O)CN(C)S(=O)(=O)c2ccc(F)cc2)c1	2.6	5	2	104	13	-4	18	-1.2	-0.1	2.8	-9
O=C(Cn1cc2c(n1)CCCC2)NCCCN1CCCC1	0.5	14	-4	120	-11	11	1	-2.9	0.3	2.4	0
Cc1c(Br)c(C(F)(F)F)nn1CC(=O)N1CCCC1	-2.5	-11	4	99	-6	-10	13	1.8	0.8	0.6	1

Screening data: PubChem BioAssay, several laboratories
